High-throughput results deposited in PubChem BioAssay by National Center for Advancing Translational Sciences (NCATS).
Shiga inhibitor – blocks Shiga toxin action in Vero cells. Vero cells, Shiga toxin protein synthesis inhibition reporter. inhibition, % at 38.7 µM. actives 9.2% (n = 290,000); in the data active = inhibition mostly above about 28%, no sharp cut-off; inactive = mostly below about 43%; note: 0% is about no effect
AMA1-RON2 inh – disrupts binding of P. falciparum AMA1 to RON2. actives 0.2% (n = 360,000). AlphaScreen AMA1-biotinylated RON2 peptide binding. Potency, µM (top dose mostly 58.2 µM), without a hit: top-dose activity change, negative = inhibition, hits mostly inhibitors. AID 720542;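 note: potency is the fitted concentration of half-maximal effect; 0% = vehicle wells and -100% = peptide control; nearly all actives have a fitted effect of over 45% in size; some results filed as inactive show a strong effect at the top dose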
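AMA1 (3D7) with his tag at 25 nM final met compounds first, then biotinylated RON2 peptide at 25 nM; detection used donor plus acceptor beads, 10 µg/mL apiece, read by AlphaScreen after 30 min at room temperature.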
AmpC inh detg – blocks E. coli AmpC beta-lactamase in detergent assay; Potency, µM (highest dose often 114 µM), without a hit: top-dose activity change, negative = inhibition, hits mostly inhibitors; AmpC hydrolysis of nitrocefin, absorbance 480 nm, 0.01% Triton; actives 0.041% (n = 370,000); P00811;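 note: potency is the fitted concentration of half-maximal effect; 0% = no-compound wells and -100% = no-enzyme wells; nearly all actives have a fitted effect of over 25% in size; some results filed as inactive show a strong effect at the top dose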
Target sequence (P00811 whole entry, looked up): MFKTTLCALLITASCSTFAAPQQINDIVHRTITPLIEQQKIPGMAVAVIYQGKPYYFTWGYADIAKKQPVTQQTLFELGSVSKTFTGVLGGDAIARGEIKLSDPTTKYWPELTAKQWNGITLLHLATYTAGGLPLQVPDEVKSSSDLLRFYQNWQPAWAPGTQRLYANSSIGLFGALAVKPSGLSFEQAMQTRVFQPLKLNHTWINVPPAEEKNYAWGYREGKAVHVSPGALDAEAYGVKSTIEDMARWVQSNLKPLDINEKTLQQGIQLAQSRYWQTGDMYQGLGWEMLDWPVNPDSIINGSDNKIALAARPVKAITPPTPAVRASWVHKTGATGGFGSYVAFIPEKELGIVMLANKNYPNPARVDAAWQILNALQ
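20 mM phosphate pH 7.0 + 0.01% (detergent screen) or 0.0001% Triton X-100; 5.3 nM AmpC reagent; cpd preinc 15 min RT; nitrocefin (800 uM stock) to start; A480 q20 s × 4 min; Activity was normalised to no-enzyme and no-compound control wells.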
HCMV inh – blocks human cytomegalovirus replication; actives 4.5% (n = 410,000); activity change, negative = inhibition, % at 57.5 µM; HFF cells, HCMV-luciferase reporter, 72 h; active compounds read low; AID 1259415; in the data active = activity change below about -60%; inconclusive = no clear call, values can overlap the other calls; inactive = above about -39%; note: % is set by controls: 0 for no effect and ±100 for the full control effect
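Luciferase read-out from HCMV-luciferase-infected HFFs (MOI 1 PFU/cell) 72 h post infection at 37C; compounds added after 16 h cell attachment; activity normalized between buffer-only basal and Salinomycin (10uM) inhibitor controls.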
Cycloheximide cs – counter-screen hit for Shiga toxin inhibitors, cycloheximide | cell reporter, cycloheximide protein synthesis inhibition counterscreen | max response, % | actives 12% (n = 300,000) | AID 2314; in the data active = max response mostly above about 13%, no sharp cut-off; inactive = mostly below about 14%; note: read at 38.3 µM for the half of the compounds with a filed dose; 0% is about no effect
Giardia FBPA inh – blocks Giardia fructose-bisphosphate aldolase activity; A8B2U2; purified Giardia FBPA; Potency, µM (titrated, usually from 59.6 µM), for the others: at the highest dose activity, negative = inhibition, hits mostly inhibitors; actives 0.71% (n = 290,000); note: potency is the fitted concentration of half-maximal effect; % is set by controls: 0 for no effect and ±100 for the full control effect; nearly all actives have a fitted effect of over 55% in size
Target sequence (A8B2U2 whole entry, looked up): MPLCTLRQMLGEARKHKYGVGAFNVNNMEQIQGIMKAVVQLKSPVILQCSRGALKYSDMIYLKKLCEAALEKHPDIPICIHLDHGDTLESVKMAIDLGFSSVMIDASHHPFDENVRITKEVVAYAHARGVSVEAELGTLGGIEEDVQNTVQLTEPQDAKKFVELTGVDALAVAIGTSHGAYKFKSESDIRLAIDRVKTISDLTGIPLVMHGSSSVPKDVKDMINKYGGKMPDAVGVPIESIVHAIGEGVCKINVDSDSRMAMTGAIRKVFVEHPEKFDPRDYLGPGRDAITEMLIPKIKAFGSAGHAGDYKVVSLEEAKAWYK
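40 nM FBPA preincubated 10 min at RT with compound (up to 57.5 uM final), then substrate plus GAPDH/TPI/NAD/arsenate coupling and diaphorase/resazurin added. Fluorescence read after 20 min at RT, 525/598 nm.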
AmpC inh no detg – AmpC beta-lactamase inhibition without detergent; P00811; AmpC nitrocefin hydrolysis, absorbance 480 nm, 0.0001% Triton; Potency, µM (series often up to 57.1 µM), without a hit: at the highest dose activity change, negative = inhibition, most hits filed as inhibitors; actives 0.52% (n = 330,000); AID 485341;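 note: potency is the fitted concentration of half-maximal effect; plate controls were no compound for no effect and no enzyme for full effect; nearly all actives have a fitted effect of over 20% in size; some results filed as inactive show a strong effect at the top dose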
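20 mM phosphate pH 7.0 + 0.01% (detergent screen) or 0.0001% Triton X-100; 5.3 nM AmpC reagent; cpd preinc 15 min RT; nitrocefin (800 uM stock) to start; A480 q20 s × 4 min; Activity was normalised to no-enzyme and no-compound control wells.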
* marks the source's active call; other numbers are inactive results; ? = inconclusive; . = no result given; & = joins results of further samples; [ ] = remark or other dose. Unless noted, calls come from the whole dose curve; as a rule, active = well fitted curve in the direction sought with a large enough effect; inconclusive = small, poorly fitted or top-dose-only effect, or another doubt; inactive = no such curve, though single readings can be large; an effect the other way counts as inactive or inconclusive. Rows are unselected (roughly 16% active in at least one column).

entry	SMILES	Giardia FBPA inh	Shiga inhibitor	HCMV inh	AmpC inh detg	AmpC inh no detg	Cycloheximide cs	AMA1-RON2 inh
1	Cc1ccc(-c2nnc(NC(=O)C3=COCCO3)o2)c(C)c1	.	.	-4	-21%	26%	.	83%[activator]
2	Cc1cc(=O)c2ccc3ccccc3c2[nH]1	-4%	-21	-24	-6%	-21%	-1	3%
3	CCC(CC)C(=O)NCCc1cc2c(C)ccc(C)c2[nH]c1=O	5%	-5	6	3%	-9%	0	-8%
4	COCCCNS(=O)(=O)c1ccc2[nH]c3c(c2c1)CCCCC3	5%	-7	?	-7%	0%	-3	-18%
5	COc1ccccc1C1=NC(c2ccccc2)CN1c1ccccc1 (stereo unspecified)	-9%	2	18	2%	-19%	-1	122%[activator]
6	Cc1onc(-c2ccccc2)c1C(=O)Nc1nnc(-c2ccncc2)s1	7%	-13	-13	?	-32%	9	2%
7	O=C(Nc1cccnc1)c1ccc(F)cc1	7%	-8	-30	-5%	-15%	-3	-15%
8	Cc1cc(C(=O)OCC(=O)NC(C)c2ccccc2)c(C)o1 (stereo unspecified)	5%	-18	?	-9%	-7%	0	1%
9	O=C(N/N=C/c1ccccc1OC(=O)c1ccc2c(c1)OCO2)c1ccccc1	1%	64*	17	-15%	-31%	21*	17%
10	COc1ccccc1N1CCN(CCN2C(=O)CC3(CCCC3)CC2=O)CC1	2%&-11%	.	-38	.	.	.	-1%
11	CC(=O)n1cc(/C=N/NC(=O)c2ccc([N+](=O)[O-])cc2)c2ccccc21	6%	20	-38	2%	-33%	-3	16%
12	COc1ccccc1NC(=O)CSc1nnc(CNC(=O)c2ccco2)n1C	-2%	-5	-15	-15%	-23%	-5	6%
13	O=C(O)c1n[nH]c2c1CC(C1CCCCC1)CC2 (stereo unspecified)	.	.	-9	1%	-11%	.	62%[activator]
14	CCOc1ccc(NS(=O)(=O)c2ccc(C(=O)NCC(C)(C)N3CCOCC3)cc2)cc1	.	.	-17	?	-3%	.	-1%
15	C=CCNC(=O)NC(=O)CSc1nc2cc([N+](=O)[O-])ccc2n1-c1cccc(C(F)(F)F)c1	-2%	9	44	-4%	-14%	0	-21%
16	CCCOC(=O)C1C2C=CC3(CN(c4ccc(Cl)c(F)c4)C(=O)C13)O2 (stereo unspecified)	5%	-1	4	5%	7.1µM*	-1	9%
17	COc1ccc(-n2c(-c3ccccc3)cc3c2CCCC3=O)cc1	20%	-12	8	8%	22%	9	?
18	CCN1CCCC1Cn1cnc2c([nH]c3ccc(C)cc32)c1=O (stereo unspecified)	-10%	-7	-13	2%	-27%	-2	11%
19	Nn1c(SC/C=C/c2ccccc2)nnc1-c1ccco1	1%	2	?	-2%	.	1	-5%
20	O=C(NCc1ccco1)C(=O)c1cn(CC(=O)N2CCCCC2)c2ccccc12	-8%	8	0	3%	-11%	2	-2%
21	COCC(C)NS(=O)(=O)c1ccc(OC)cc1 (stereo unspecified)	4%	-18	-16	-13%	-7%	-7	-7%
22	CCOC(=O)c1cc(C)n(CCc2cnc[nH]2)c1C	-6%	27	12	-11%	26%	15*	-5%
23	Cn1c(=O)c2ncn(CC(=O)NCCOc3ccc(C(C)(C)C)cc3)c2n(C)c1=O	1%	15	-13	3%	1%	-2	-7%
24	O=C(c1cc(S(=O)(=O)N2CCN(c3ccccc3)CC2)ccc1Cl)N1CCCC(C(F)(F)F)C1 (stereo unspecified)	.	.	-82*	-15%	-25%	.	-17%
25	CCCCN(C(=O)c1[nH]c(C)c(C(C)=O)c1C)c1c(N)n(CCCC)c(=O)[nH]c1=O	.	.	25	-12%	-17%	.	3%
26	CCN(CC)S(=O)(=O)c1cccc(-c2nnc(SCC(N)=O)n2C)c1	9%	-5	28	4%	-8%	8	7%
27	Cc1c(-c2nc(N)nc(Nc3ccccc3F)n2)oc2ccccc12	-3%	187*	77	-1%	30%	57*	-9%
28	Cc1oc(-c2ccccc2)cc1C(=O)Nc1cccc(/C=C/C(=O)O)c1	2%	12	15	0%	-14%	-1	-2%
29	S=c1[nH]nc(C2(c3ccccc3)CCCC2)o1	-16%	-6	-37	-10%	-20%	-6	14%
30	O=C(CN1CCN(c2ccc(F)cc2)CC1)N1CCOCC1	2%	-19	39	?	-1%	-5	-1%
31	CSc1ccc(Cl)c(C(=O)OCC(=O)NCc2ccco2)c1	1%	34	-6	3%	-38%	-5	12%
32	COc1cc(NC(=O)C/C(C)=N/NC(=O)C(OC)c2ccccc2)c(OC)cc1Cl (stereo unspecified)	-4%	16	17	?	88%[activator]	-4	12%[11.6 µM]
33	COc1ccc2c(c1O)[C@]13CCN(C)[C@H](C2)[C@@H]1CCC(=O)C3	-30%	13	0	-5%	1%	-2	-10%
34	CCCOc1ccccc1/C=N/Nc1ccnc(=O)[nH]1	1%	3	23	-5%	-26%	6	9%
35	COc1cc(OC)c(C2=NOC(C(=O)N3CCCc4ccccc43)C2)cc1Cl (stereo unspecified)	-4%	1	-30	-8%	6%	5	1%
36	CC1(C)C2CCC(C2)C1(C)NC(=O)CNCc1cccs1 (stereo unspecified)	?	3	-17	-8%	15%	6	?
37	O=C(CSCc1c(Cl)cccc1Cl)NCC1CCCO1 (stereo unspecified)	1%	12	-31	4%	0%	2	8%
38	Cc1ccc(Cl)c(Nc2ccccc2C(=O)O)c1Cl	12%	-14&-5	-26&-31	?	-39%&-20%	-3&14	0%&-8%
39	O=C(c1ccccc1NS(=O)(=O)c1ccccc1[N+](=O)[O-])N1CCCC1	.	-31	-30	0%	-12%	-1	-2%
40	CCN1CCN(Cc2ccc(NC(=O)c3cc(NC(=O)c4cnnc5ccccc45)cc(OC)c3)cc2C(F)(F)F)CC1	-2%	-4	-94*	4%	98%[activator]	-4	-25%&-9%
41	CCOCCCNC(=O)Cn1cc2c(n1)CCCC2	-1%	2	12	-8%	-7%	-4	-4%
42	O=C(CCCN1C(=O)/C(=C/c2cccs2)SC1=S)Nc1ccccc1O	-1%	16	-91*	-1%	-36%	1	3%
43	COc1cc(/C=C(\C#N)c2ccccn2)ccc1OCc1ccc(Cl)cc1	-5%	38	-22	-8%	-37%	8	-23%
44	CCN(CC)c1ccc(NC(=O)C2=CC=CN3CCS(=O)(=O)N=C23)cc1	.	.	7	-16%	16%	.	-17%
45	CCN(CC)c1nc(N)nc(NS(=O)(=O)c2ccc(Cl)cc2)n1	?	-8	53	?	-55%	-6	16%
46	Cc1cccc2nc(C(=O)Nc3cc(Cl)ccc3-n3cncn3)cn12	.	.	99	2%	-7%	.	109%[activator]
47	CCCCNC(=O)C(CC)(ONc1ccccc1C(F)(F)F)c1ccccc1 (stereo unspecified)	.	.	73	4%	-29%	.	?
48	COc1cc2ncnc(Nc3ccc(Cl)cc3F)c2cc1OC	-10%	21	.	.	.	-2	.
49	Cc1ccc(C)c(NC(=O)CCC(=O)NNC(=S)Nc2ccccc2)c1	-5%	-3	?	-8%	-17%	-10	26%
50	COc1ccccc1-n1cc(CN2CCN(C3CCCC3)C(CCO)C2)cn1 (stereo unspecified)	3%	44	-31	1%	-7%	11	5%
51	CN(NC(=O)c1ccc(Cl)cc1)c1nc(-c2ccccc2)nnc1C(F)(F)F	4%	6	-105*	-2%	-38%	-5	-4%
52	COc1ccc(S(=O)(=O)NC2CC(=O)N(c3cccc(F)c3)C2)cc1OC (stereo unspecified)	.	.	-28	-15%	-17%	.	-5%
53	COc1ccc(O)c(C(c2c(C)[nH][nH]c2=O)c2c(C)[nH][nH]c2=O)c1	?	-2	42	0%	-5%	-2	-16%
54	NC(=O)c1ccsc1NC(=O)CSc1ccccc1F	-4%	175	0	-4%	-45%	36*	-3%
55	Cn1c2ccc(Br)cc2c2nnc(SCC(=O)O)nc21	27%	-8	30	-11%	-22%	3	5%
56	CCOCCCNC(=S)Nc1ccc(Br)cc1Cl	-6%	36	-8	2%	-27%	12*	1%
57	Cc1nc(NCC2CCCO2)nc2c1C(=O)CC(C)C2 (stereo unspecified)	0%	-17	-33	-1%	-13%	-1	9%
58	CSCCC(NC(=O)c1ccccc1)C(=O)N/N=C(\C)Cc1ccccc1 (stereo unspecified)	.	-6	13	?	-11%	1	12%
59	Cc1nc(SCc2ccc(F)cc2)c([N+](=O)[O-])[nH]1	-1%	18	19	?	-20%	13*	-2%
60	Nn1cc(-c2ccccc2)nc1SCC(=O)N1CCN(S(=O)(=O)c2ccc(Cl)cc2)CC1	0%	16	39	-4%	77%[activator]	-2	-17%

Other structures
entry	SMILES	Giardia FBPA inh	Shiga inhibitor	HCMV inh	AmpC inh detg	AmpC inh no detg	Cycloheximide cs	AMA1-RON2 inh
61	O=C(CCN1CCCCC1)N=Nc1c(O)[nH]c2ccccc12	2%	-9	8	4%	-8%	2	0%
62	O=c1c(-c2cc3ccccc3o2)[n+]([O-])c2ccccc2n1OCc1ccccn1	-6%	101*	83	?	-6%	48*	-2%
63	CCC(=O)Nc1ccc(S(=O)(=O)NCCc2ccccc2)cc1	4%	-13	-6	?	-28%	-2	3%
64	CC1CCCCN1S(=O)(=O)c1ccc(C(=O)Nc2nnc(-c3cccs3)o2)cc1 (stereo unspecified)	24%	-13	?	-2%	-41%	-5	121%[activator]
65	Clc1ccc(CSc2nnc3ccccn23)c(Cl)c1	3%	40*	-23	?	-4%	60*	8%
66	CC(=O)N/C(=C\c1cccc([N+](=O)[O-])c1)C(=O)NC1CCCCC1	15%	61*	11	-8%	-16%	49*	13%
67	CCOC(=O)c1sc(NC(=O)CSc2nnnn2-c2ccccc2)nc1C	6%	4	?	?	-24%	-5	13%
68	CCC(C)(C)c1ccc(Oc2ccc(NC(=O)COC(=O)C3=COCCO3)cc2)cc1	-1%	24	-71*	-14%	93%[activator]	6	10%
